Screens from PubChem.
zVAD death inh = L929 zVAD cell death inhibition | AID 1377 | actives 0.38% (n = 220,000) | viability rescue, % at 10 µM | L929 zVAD necroptosis rescue, ATP luminescence, 24 h; with zVAD 60 µM;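 active = activation, scaled between plate controls, above about 75%, limit read from the data; inactive = activation under that limit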;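 also: 0% = zVAD with DMSO and 100% = DMSO alone without zVAD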
TNF necrop inh = blocks TNF-alpha induced death of Jurkat FADD-/- cells; activation (protection from cell death), % at 10 µM; Jurkat FADD-/- TNF necroptosis rescue, ATP luminescence, 24 h; 0 = TNF only, 100 = no-TNF cells; actives 0.068% (n = 220,000);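 active = activation, meaning protection from cell death, of at least 50% relative to plate controls; inactive = activation below 50%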;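 also: necroptosis triggered by 40 ng/mL TNF-alpha added together with compound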
FXIIa inh = inhibitors of human coagulation factor XIIa; P00748; purified FXIIa, Boc-QGR-AMC fluorogenic substrate, 2 h; inhibition, % at 5 µM; actives 0.3% (n = 220,000); in the data active = inhibition above about 40%;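 also: 0% = enzyme with no compound and 100% = blank without enzyme; many of its hits are not listed in these tables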
Target sequence (P00748 20-372 limits assumed): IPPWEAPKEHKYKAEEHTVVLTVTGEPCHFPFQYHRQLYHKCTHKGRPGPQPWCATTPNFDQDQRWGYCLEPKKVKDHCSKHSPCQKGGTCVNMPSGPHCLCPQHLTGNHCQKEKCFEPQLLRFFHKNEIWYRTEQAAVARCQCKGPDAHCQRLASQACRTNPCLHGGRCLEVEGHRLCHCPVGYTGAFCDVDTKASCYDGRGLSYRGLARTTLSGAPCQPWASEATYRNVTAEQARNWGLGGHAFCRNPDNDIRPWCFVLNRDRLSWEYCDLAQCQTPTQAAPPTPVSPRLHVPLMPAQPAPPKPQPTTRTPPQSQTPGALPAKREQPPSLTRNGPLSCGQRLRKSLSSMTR
Target sequence (P00748 373-615 limits assumed): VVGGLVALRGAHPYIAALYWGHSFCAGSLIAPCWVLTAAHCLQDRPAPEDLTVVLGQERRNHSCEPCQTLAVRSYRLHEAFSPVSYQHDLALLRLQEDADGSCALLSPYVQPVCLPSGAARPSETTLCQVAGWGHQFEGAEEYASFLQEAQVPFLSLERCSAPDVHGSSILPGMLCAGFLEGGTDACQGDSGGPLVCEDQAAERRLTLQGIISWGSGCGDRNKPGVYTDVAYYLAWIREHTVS
thrombin 1536 = inhibitors of human thrombin | P00734 | alpha-thrombin, Boc-VPR-AMC fluorogenic substrate cleavage | inhibition, % at 5 µM | actives 0.26% (n = 220,000) | AID 1046;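 active = inhibition at or above 40%; inactive = inhibition below 40%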;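 also: 0% = enzyme with no compound and 100% = wells without enzyme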
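Material: human alpha-thrombin enzyme / Medium: pH 7.5 Tris (50 mM) with NaCl 150 mM, Tween 20 0.05% / Compound: single-point dosing at 5 µM, 0.2% DMSO / Incubation: enzyme reaction carried out at room temperature / Detection: AMC fluorescence, 355/460 nm / Read-out basis: percent inhibition scaled between no-compound controls and no-enzyme blanks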
KCC2 mod = KCC2 (human) Cl- transport modulation; AID 1456; B-score of Tl+ flux slope (higher = more flux/activation; lower = inhibition) at 10 µM; KCC2 cells, thallium flux FluoZin-2 fluorescence; Q9H2X9; actives 2.2% (n = 190,000);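 active = thallium flux slope and its plate-corrected score both differing from the plate sample mean at a set confidence after two filtering rounds, in either direction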;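 also: slope of fluorescence scaled to starting intensity during 10 to 20 s after thallium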
FXIa inh = blocks human coagulation factor XIa protease activity | actives 0.14% (n = 220,000) | AID 798 | inhibition, % at 5 µM | purified FXIa, Boc-Glu-Ala-Arg-AMC fluorogenic substrate | P03951;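 active = inhibition of at least 40%; inactive = inhibition below 40%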;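 also: fluorescence of freed AMC excited at 355 nm; 0% = enzyme without compound and 100% = no enzyme blank; many of its hits are not listed in these tables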
Hck Nef HTS = human Hck-Nef kinase inhibition. AID 463187. inhibition, % at 20 µM. P08631. actives 0.68% (n = 220,000). Recombinant Hck-YEEI plus Nef, Z-Lyte FRET kinase assay;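 active = Hck-Nef kinase inhibition above about 50%, limit read from the data; inactive = inhibition below that limit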;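 also: 0% = DMSO with Hck plus Nef and 100% = Hck alone without Nef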
hK5 inh = kallikrein 5 (human) inhibition; Q9Y337; recombinant hK5, fluorogenic AMC substrate cleavage; inhibition, % at 5 µM; actives 0.59% (n = 210,000);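 active = inhibition of 40% or more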;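 also: 0% = enzyme controls without compound and 100% = no-enzyme blanks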
Target sequence (Q9Y337 67-293 limits assumed): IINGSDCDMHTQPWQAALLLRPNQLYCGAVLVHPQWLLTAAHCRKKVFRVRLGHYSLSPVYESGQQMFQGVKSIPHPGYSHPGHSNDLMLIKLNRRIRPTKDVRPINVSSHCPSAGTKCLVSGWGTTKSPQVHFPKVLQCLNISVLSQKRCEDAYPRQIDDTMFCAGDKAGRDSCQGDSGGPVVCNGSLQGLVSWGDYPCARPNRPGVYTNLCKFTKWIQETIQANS
Rad51 HR inh = Rad51 (human) homologous recombination inhibition; Q06609; hRad51 DNA strand exchange, fluorescence dequenching; inhibition, % at 10 µM; actives 0.085% (n = 200,000);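 active = inhibition above 40% at the single screening dose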;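 also: 0% = DMSO control wells and 100% = blanks with heterologous ssDNA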
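Material: Human Rad51 nucleoprotein filaments preassembled on unlabelled ssDNA | Also added: Labelled 47-mer dsDNA for strand exchange | Dosing: Single dose, 10 µM final compound | Schedule: 30-min compound preincubation and 15-min exchange, both room temperature | Technique: Fluorescence dequenching at 485/520 nm | Measure: Percent inhibition relative to plate controls and blanks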
* hit, by the source's call; x = not tested or not shown. Only part of the results is shown (hit frequency here may not be typical).

#1 CCOC(=O)N1CCN(C(=O)c2cccn3c(=O)c4cc(Br)ccc4nc23)CC1
#2 COC(=O)c1c(NC(NC(=O)C(C)(C)C)C(Cl)(Cl)Cl)sc2c1CCC2 (stereo unspecified)
#3 O=C(NCc1ccccc1)C1=C[C@@H](c2ccc(C(F)(F)F)cc2)C[C@@H](OCc2ccc(CO)cc2)O1
#4 CCCCCCNC(=O)c1c(O)c2cccc3c2n(c1=O)CCC3
#5 Cc1ccc2c(c1)N(CC(=O)N1CCN(c3nc4ccccc4s3)CC1)C(=O)C(C)O2 (stereo unspecified)
#6 CC(C)(C)c1ccc(C(=O)NCC(=O)OCC(=O)Nc2ccccc2[N+](=O)[O-])cc1
#7 Cc1nc(=S)c2ccccc2[nH]1
#8 CCCCCn1c(SCC(=O)OCC)nc2cc(C(=O)N3CCC(C(N)=O)CC3)ccc2c1=O

Screen / compound no.,1,2,3,4,5,6,7,8
thrombin 1536,-13,1,2,-4,-4,-3,0,-10
FXIa inh,-3,3,-1,-5,2,-5,17,-2
KCC2 mod,0.47,-1.1,-1.5,0.56,-2.1,-1.3,x,-1.1
Rad51 HR inh,-5,-4,x,-9,-4,7,4,2
Hck Nef HTS,18,1,2,1,2,-2,1,0
FXIIa inh,3,10,10,2,6,3,27,-17
hK5 inh,-6,3,6,-4,-6,-6,-2,1
zVAD death inh,0.8,0.0,2.9,2.8,0.3,-0.1,-0.1,-0.3
TNF necrop inh,0.8,-3.7,0.7,1.9,-3.5,0.7,-0.7,-1.3

A draw from above in order of SMILES length, low to high.
#7 Cc1nc(=S)c2ccccc2[nH]1
#2 COC(=O)c1c(NC(NC(=O)C(C)(C)C)C(Cl)(Cl)Cl)sc2c1CCC2 (stereo unspecified)
#1 CCOC(=O)N1CCN(C(=O)c2cccn3c(=O)c4cc(Br)ccc4nc23)CC1
#5 Cc1ccc2c(c1)N(CC(=O)N1CCN(c3nc4ccccc4s3)CC1)C(=O)C(C)O2 (stereo unspecified)
#8 CCCCCn1c(SCC(=O)OCC)nc2cc(C(=O)N3CCC(C(N)=O)CC3)ccc2c1=O

Screen / compound no.,7,2,1,5,8
thrombin 1536,0,1,-13,-4,-10
FXIa inh,17,3,-3,2,-2
KCC2 mod,x,-1.1,0.47,-2.1,-1.1
Rad51 HR inh,4,-4,-5,-4,2
Hck Nef HTS,1,1,18,2,0
FXIIa inh,27,10,3,6,-17
hK5 inh,-2,3,-6,-6,1
zVAD death inh,-0.1,0.0,0.8,0.3,-0.3
TNF necrop inh,-0.7,-3.7,0.8,-3.5,-1.3

(continued)
#9 CCC(C)c1ccc(OCCn2ccnc2)cc1 (stereo unspecified)
#10 COc1ccc(C(=O)Nc2cc(C(C)=O)c(/C=C/N(C)C)oc2=O)cc1
#11 CNC(=O)COC(=O)c1cc(NC(=O)c2ccco2)c(OC)c(OC)c1
#12 COCCNC(=O)C(c1ccc(C)o1)N(CC1CCCO1)C(=O)Cn1nnc2ccccc21 (stereo unspecified)
#13 C#CCOCCOCCOCCNc1nc(N2CCOCC2)nc(N2CCN(C(=O)[C@H](CCC(=O)O)n3cc(C(N)[C@H](C)CC)nn3)CC2)n1 (stereo partly specified)
#14 Cc1nc(SCC(=O)Nc2cc(C)on2)c2c(=O)n(C)c(=O)n(C)c2n1
#15 CCOC(=O)CCCNS(=O)(=O)c1c(C)ccc2nsnc12
#16 CC1Nc2ccccc2C(=O)N1NS(=O)(=O)c1ccccc1 (stereo unspecified)

Screen / compound no.,9,10,11,12,13,14,15,16
thrombin 1536,-1,3,1,-1,-4,-5,-3,2
FXIa inh,5,2,3,3,-3,-12,-4,6
KCC2 mod,-0.033,-2.1,-1,0.63,-2.1,1.5,0.21,0.41
Rad51 HR inh,x,x,-8,4,-8,1,-9,5
Hck Nef HTS,-1,-1,13,0,-16,14,1,2
FXIIa inh,8,12,8,17,3,-2,1,10
hK5 inh,-10,5,-12,4,-5,13,-21,-21
zVAD death inh,-0.5,0.7,-0.1,-0.3,1.4,0.1,-0.8,0.1
TNF necrop inh,-2.1,-4.6,0.2,-0.1,0.4,1.1,-1.0,2.4

#17 CCCC(=O)Nc1ccc2c(c1)COC2=O
#18 COc1cccc(-n2c(Cc3cc(=O)[nH]c(=O)[nH]3)nnc2SCC(=O)N2CCCCC2)c1
#19 Cc1c(C(=O)N/N=C/c2cccnc2)sc(=S)n1C
#20 CC1(C)Cc2c(sc3c4nnnn4c4nnnn4c23)CO1
#21 Nc1c(-c2ccccc2)c(CSc2nc3ccccc3[nH]2)nn1-c1cccc(Cl)c1
#22 Cc1cccc(Nc2cc(=O)[nH]c(=O)[nH]2)c1
#23 Clc1ccc(CN(CC2CCCO2)C(c2cccs2)c2nnnn2C2CCCC2)cc1 (stereo unspecified)
#24 Cc1ccc(CNC(=O)CN(C)S(=O)(=O)c2cccc3nsnc23)cc1

Screen / compound no.,17,18,19,20,21,22,23,24
thrombin 1536,-6,-9,0,3,21,-2,-4,3
FXIa inh,-3,-6,10,-1,11,11,2,-3
KCC2 mod,x,x,-0.46,-0.58,-1.8,0.68,-1.3,0.2
Rad51 HR inh,4,-1,6,-11,7,8,-1,1
Hck Nef HTS,18,2,4,-8,-2,-1,1,3
FXIIa inh,8,4,9,17,18,7,17,15
hK5 inh,2,-29,-5,-26,24,7,-16,-16
zVAD death inh,2.2,0.1,2.3,0.8,0.6,0.3,-0.2,-0.1
TNF necrop inh,0.0,-0.2,-0.3,-17,2.8,2.7,-1.6,-0.2

#25 CCOC(=O)c1sc2nc(CC(=O)OC)nc(NCc3ccc(Cl)cc3)c2c1C
#26 Cc1ccc(S(=O)(=O)Cc2c(C)noc2C)cc1
#27 CCOCCOC(NC(=O)c1ccccc1)(C(F)(F)F)C(F)(F)F
#28 CC(C)(C)[C@H]1C=C(C(=O)N2CCN(Cc3ccc4c(c3)OCO4)CC2)O[C@@H](OCCCCO)C1
#29 COc1ccc(C2CC(C(F)(F)F)n3ncc(C(=O)Nc4c(C)n(C)n(-c5ccccc5)c4=O)c3N2)cc1 (stereo unspecified)
#30 CC(C)OC(=O)CSc1nc2ncc(Cl)cc2[nH]1
#31 O=C(NCCN1CCCCCC1)c1ccc(CS(=O)(=O)c2ccc(Br)cc2)o1
#32 Cc1nnc(C)n1/N=C/c1ccc2c(c1)OCCO2

Screen / compound no.,25,26,27,28,29,30,31,32
thrombin 1536,-9,2,-1,0,-1,-5,-1,0
FXIa inh,-7,5,7,-3,0,-5,0,-4
KCC2 mod,-0.52,0.62,-0.13,0.0039,x,1.2,2.2,-0.01
Rad51 HR inh,1,1,1,-1,-7,4,-9,2
Hck Nef HTS,4,1,6,-25,3,0,23,-1
FXIIa inh,0,13,13,1,8,2,10,-1
hK5 inh,0,-9,-13,-4,-5,-25,-6,2
zVAD death inh,0.6,0.3,-0.6,0.4,1.2,-0.3,1.1,0.1
TNF necrop inh,-4.7,0.2,1.7,2.0,-2.8,-0.7,-0.9,-4.0

#33 Oc1cccc(C(=S)N2CCCCC2)c1
#34 CSc1nc2sccc2c(=O)[nH]1
#35 CC(C)c1ccccc1OCCNC(=O)c1cccnc1
#36 O=C1CCC([N+](=O)[O-])C(c2ccc(Br)cc2)N1 (stereo unspecified)
#37 CCn1c(SCc2cccnc2)nnc1-c1c[nH]c2ccccc12
#38 CCOc1cc(/C=C2\SC(=S)N(N3CCOCC3)C2=O)ccc1O
#39 COC(=O)C1C(=O)C2=C(CC1C)NC(=O)CC2c1ccc(F)cc1 (stereo unspecified)
#40 O=C(NNS(=O)(=O)c1ccc(F)cc1)c1sccc1-n1cccc1

Screen / compound no.,33,34,35,36,37,38,39,40
thrombin 1536,-11,2,3,-8,-11,5,-4,-2
FXIa inh,-1,0,0,-1,-8,4,-6,-1
KCC2 mod,-0.21,0.85,-0.0082,-1.6,x,0.0025,0.011,-1.6
Rad51 HR inh,14,14,-5,7,-6,18,x,7
Hck Nef HTS,25,16,3,-2,2,28,11,18
FXIIa inh,8,12,10,5,1,14,1,-1
hK5 inh,5,5,7,-12,-1,9,-7,-7
zVAD death inh,1.4,1.4,-1.0,0.0,5.9,0.4,-0.6,1.6
TNF necrop inh,1.3,0.2,-2.0,1.6,1.1,-0.2,-0.3,1.1

#41 CC(C)(C)NC(=O)COc1ccccc1C#N
#42 O=C(c1[nH]ncc1-c1ccccc1)C1CO1 (stereo unspecified)
#43 COc1ccc(CN2CCN(S(=O)(=O)c3ccccc3)CC2)c(OC)c1
#44 O=C(CSc1nnc(-c2ccc(Cl)cc2Cl)n1C1CCCCC1)NC1CCS(=O)(=O)C1 (stereo unspecified)
#45 Cc1ccc(NC(=O)c2ccc(OC(=O)c3cc4ccccc4o3)cc2)cc1
#46 CCOC(=O)Cc1nnc(NC(=O)COc2ccc(C)cc2)s1
#47 CCN(CC)CC(=O)Nc1c(Br)ccc2c1OCO2
#48 CCC1(CC)C(=O)NC(=O)NC1=Nc1ccccc1

Screen / compound no.,41,42,43,44,45,46,47,48
thrombin 1536,0,4,-1,0,-16,-10,-1,-6
FXIa inh,5,0,1,-2,15,4,0,2
KCC2 mod,-0.083,-0.2,-0.41,-0.64,x,0.43,0.22,1.1
Rad51 HR inh,3,14,8,-9,-6,6,-4,-19
Hck Nef HTS,1,5,0,1,-1,2,1,4
FXIIa inh,9,10,13,14,17,14,8,5
hK5 inh,1,3,-14,-7,-19,-23,5,-8
zVAD death inh,1.5,1.3,-0.2,-0.1,-1.3,0.4,-0.2,0.1
TNF necrop inh,1.1,-1.5,-0.4,-2.5,-4.9,1.0,-3.3,0.6

#49 O=C(c1ccccc1)N(Cc1cccnc1)C1(C(=O)Nc2ccccc2)CCCCC1
#50 CCOn1c(=O)c[n+]([O-])c2ccccc21
#51 Cc1cccc(NC(=O)CCC(=O)NCCO)c1
#52 COc1cc(C(N)=O)cc(Br)c1OCc1ccccc1
#53 O=C(Nc1ccccc1F)c1ccc(S(=O)(=O)NCC2CCCO2)cc1 (stereo unspecified)
#54 CCN(CC)S(=O)(=O)c1cccc(C(=O)OCc2cc(=O)n3nc(C)sc3n2)c1
#55 CCOc1ccc2nc(NC(=O)CN3CCC(n4nnc5cc(F)ccc54)CC3)sc2c1
#56 COc1ccccc1CNc1nc(SC)ncc1CO
#57 CN(C)c1ccc(/C=N/NC(N)=S)cc1[N+](=O)[O-]
#58 Cc1ccnc(NC(=O)c2ccc(Cl)c(NC(=O)C(C)Oc3ccccc3)c2)c1 (stereo unspecified)
#59 O=C(NC1CC1)C1CCCN1S(=O)(=O)c1ccc2ccccc2c1 (stereo unspecified)

Screen / compound no.,49,50,51,52,53,54,55,56,57,58,59
thrombin 1536,2,5,2,-6,-5,0,-6,1,8,-8,-9
FXIa inh,8,2,7,9,2,-4,-6,13,-1,-6,-10
KCC2 mod,0.15,1.4,1.1,0.98,0.19,0.33,x,-1.2,-0.055,x,-0.00079
Rad51 HR inh,18,18,0,-3,3,7,-1,-41,1,8,-4
Hck Nef HTS,5,-17,7,3,-2,7,0,1,31,17,7
FXIIa inh,18,9,12,17,13,-8,-7,6,3,3,0
hK5 inh,-9,-2,-11,-10,-7,1,2,-9,-3,-3,-13
zVAD death inh,x,1.3,-0.8,0.7,0.6,0.8,21,0.4,-0.7,17,-0.5
TNF necrop inh,-1.3,-0.4,-0.9,-0.9,0.0,-0.6,-3.4,0.3,-0.2,2.1,-6.7
